Compound activity (PubChem)
bIAP inhibitor: blocks bovine intestinal alkaline phosphatase activity; 190,000 tested, under 10 active; inhibition, % at 20 µM; purified bovine IAP, CDP-star luminescence, 30 min; AID 1019;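 active means over 50% inhibition of intestinal alkaline phosphatase at 20 µM in the single-dose screen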
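test system = bovine IAP enzyme | medium = DEA buffer 100 mM, pH 9.8, with MgCl2 1.0 mM, ZnCl2 0.02 mM | detection = luminescence | dosing = single compound dose of 20 µM, 2% DMSO final | incubation = 30 min reaction at room temperature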
bIAP activator: intestinal alkaline phosphatase (bovine) activation; 0.17% of 200,000 active; activation factor at 20 µM; purified bovine IAP, CDP-star luminescence, 30 min; hits give high values; fold of DMSO-control signal, blank-subtracted;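 active means activation factor of 2 or more at 20 µM, a signal rise over negative controls twice the positive control's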
PPARg SRC1 recr: promotes SRC-1 coactivator recruitment by human PPARgamma; PPARgamma-SRC-1 coactivator recruitment biochemical assay; AID 631; activation, % at 8 µM; 0.41% of 200,000 active; in the data active means activation above about 19%;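 further: 0% = DMSO and 100% = reference agonist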
Target sequence (P37231 whole entry, looked up): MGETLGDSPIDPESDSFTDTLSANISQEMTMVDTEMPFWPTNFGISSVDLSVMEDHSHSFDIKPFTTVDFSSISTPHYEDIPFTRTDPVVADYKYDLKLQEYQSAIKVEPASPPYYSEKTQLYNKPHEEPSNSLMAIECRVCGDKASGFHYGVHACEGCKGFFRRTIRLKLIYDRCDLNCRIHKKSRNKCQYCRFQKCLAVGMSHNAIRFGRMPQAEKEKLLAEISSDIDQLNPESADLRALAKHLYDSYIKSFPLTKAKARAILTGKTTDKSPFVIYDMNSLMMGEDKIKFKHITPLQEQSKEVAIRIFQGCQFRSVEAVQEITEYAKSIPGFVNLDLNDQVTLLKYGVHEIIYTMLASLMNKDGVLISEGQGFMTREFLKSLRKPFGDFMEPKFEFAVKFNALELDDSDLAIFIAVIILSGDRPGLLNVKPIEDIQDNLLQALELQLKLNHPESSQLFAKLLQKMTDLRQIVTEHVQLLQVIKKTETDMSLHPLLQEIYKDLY
SRC2 TRFRET art: counter-screen for PPARgamma SRC-2 recruitment agonists: TR-FRET artefact; TR-FRET ratio at 8 µM; hits give high values; 0.4% of 200,000 active; in the data active means TR-FRET ratio above about 2000; further: inactives centre near 1500
TNAP inh hi DEA: inhibitors of human TNAP at high phosphate acceptor concentration; P05186; purified TNAP, CDP-star luminescence, 1 M DEA; inhibition, % at 20 µM; 0.03% of 200,000 active; AID 1135;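 active means over 50% inhibition of tissue-nonspecific alkaline phosphatase at 20 µM in the single-dose screen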;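 further: plate controls were DMSO wells for no effect and EDTA-quenched wells as full inhibition for full effect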
TNAP inh noacc: inhibitors of human TNAP without phosphate acceptor; 0.26% of 200,000 active; inhibition, % at 20 µM; P05186; purified TNAP, CDP-star luminescence, 30 min; AID 1012;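 active means tissue-nonspecific alkaline phosphatase inhibition above about 50% at 20 µM in the single-dose screen, limit read from the data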;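 further: 0% = DMSO negative control and 100% = EDTA positive control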
HMGR II inh: inhibitors of class II HMG-CoA reductase from Enterococcus faecalis | purified E. faecalis HMGR, NADPH absorbance 340 nm kinetic | inhibition, % at 10 µM | 0.41% of 190,000 active;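 active means inhibition above a set limit, the median over all tested compounds plus 3 SD, cut at about 9.5% in these data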;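 further: enzyme runs in reverse so mevalonate oxidation gives rising NADPH absorbance; 0% = complete reaction with DMSO and 100% = background rate lacking mevalonate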
TNAP act hiacc: TNAP (human) activation, high acceptor; P05186; purified TNAP, CDP-star luminescence, 1 M DEA, 30 min; hits give high values; 0 = EDTA background, 1 = DMSO-only activity; activation factor at 20 µM; 200,000 tested, under 10 active; AID 1136;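 active means activation factor at least 2 at 20 µM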
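Control set: EDTA negative control, DMSO positive control / Assay system: human TNAP / Quantity: TNAP 1/800 final / Evaluation: TNAP activation factor scaled between EDTA and DMSO control wells / Measured by: luminescent substrate turnover signal / Compound dosing: one dose, 20 µM / Times: 30 min enzyme reaction at room temperature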
PPARg SRC-2 ag: PPARgamma-driven SRC-2 recruitment agonism; 0.34% of 200,000 active; P37231; PPARgamma LBD-SRC-2 recruitment, biochemical; activation, % at 8 µM; AID 1032; in the data active means activation above about 22%;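 further: 0% = vehicle and 100% = reference agonist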
PPARg SRC-3 ag: agonists of human PPARgamma SRC-3 coactivator recruitment; biochemical PPARgamma/SRC-3 coactivator recruitment assay; activation, % at 8 µM; 0.26% of 200,000 active; AID 731; in the data active means activation above about 23%;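 further: 0% = DMSO and 100% = reference agonist; some compounds past the cut are filed as inactive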
* = called active by the depositor; . = no result given. An unsorted share of the library; any-hit rate near 1.6%.

SMILES	bIAP inhibitor	bIAP activator	PPARg SRC1 recr	SRC2 TRFRET art	TNAP inh hi DEA	TNAP inh noacc	HMGR II inh	TNAP act hiacc	PPARg SRC-2 ag	PPARg SRC-3 ag
CCCc1nn2c(=O)c(C(c3cccc(Cl)c3)c3c(O)nc4sc(CCC)nn4c3=O)c(O)nc2s1	3.7	1	-5.9	1534	-3.5	-8.9	-4.2	1	4.1	5.4
O=C(NNC(=O)C1CCN(c2ncccn2)CC1)c1ccc(Cl)cc1	-15.7	1.2	1.8	1665	3.2	-6.0	-2.3	1	5.2	2.4
O=C1CN(C(=O)COC(=O)C2CC(=O)N(Cc3ccco3)C2)c2ccccc2N1 (stereo not drawn)	0.1	1	8.4	1603	-5.9	-9.1	-3.5	1.1	13.4	5.2
O=S(=O)(c1ccc(F)cc1)N1CCN(c2ncnc3c2cnn3-c2ccccc2)CC1	1.3	1	1.4	1455	-1.8	-6.4	-0.4	1	-2.0	-7.9
Cc1ccc(Cn2c(NCCc3ccccc3)nc3c2c(=O)n(C)c(=O)n3C)cc1	11.1	0.9	0.3	1649	-4.7	-15.9	-0.4	1	7.9	1.6
NS(=O)(=O)c1ccc(NC(=O)COc2ncnc3c2cnn3-c2ccccc2)cc1	-6.1	1.1	1.4	1496	-6.6	-5.6	-4.9	1.1	8.0	5.6
CCc1ccc(NC(=S)NCc2ccccc2)cc1	6.6	0.9	3.2	1620	2.4	-1.7	-0.7	1	8.5	2.1
CCOC(=O)C(CC)/C(C)=N/NC(=O)c1ccc([N+](=O)[O-])cc1 (stereo not drawn)	9.0	0.9	-12.2	1344	-4.7	-6.6	-1.8	1	0.8	6.5
CCOC(=O)C1C(=O)C=C(c2ccc(NS(C)(=O)=O)cc2)CC1c1ccco1 (stereo not drawn)	11.9	0.9	6.0	1649	-0.1	-9.5	1.6	1	-0.6	8.0
Cc1nc2nc[nH]n2c(=O)c1NC(=O)CCc1ccccc1	4.7	1	6.0	1634	-0.4	-8.0	3.8	1	1.7	2.6
O=C(COc1ccccc1Cl)Nc1ccc2c(c1)OCCO2	23.8	0.8	1.9	1450	-5.4	-12.2	1.0	1.1	1.6	3.2
CCOc1ccccc1N(C(=O)Cn1nnnc1-c1ccc(C)o1)C(CC)C(=O)NC(C)(C)C (stereo not drawn)	-1.5	1	0.1	1528	-0.9	-5.6	-0.9	1	2.7	-4.0
COC(=O)c1cn(NC(=O)c2cccc(F)c2)c(=O)c2ccccc12	2.5	1	5.4	1491	-2.4	-7.6	-2.7	1	5.2	6.2
CSc1ccccc1C(=O)NCc1ccccc1	-15.2	1.2	-4.7	1464	-4.3	-46.2	-20.8	1	-5.4	-2.0
COCCN1C(=O)C(CC(=O)Nc2ccc(C(=O)O)cc2)SC1=Nc1ccccc1 (stereo not drawn)	14.4	0.9	0.4	1681	1.5	-7.4	-3.0	1	8.0	-1.4
O=[N+]([O-])c1ccc(/C=N\N2CCN(c3ccc(Cl)cc3)CC2)cc1	8.1	0.9	-2.4	1532	2.9	-0.2	-0.9	1	2.5	8.4
O=C1CCC(C(=O)NCCN2C(=O)S/C(=C\c3cccnc3)C2=O)=NN1	-12.6	1.1	10.0	1566	-2.7	-8.3	-8.5	1	3.2	3.6
O=C(CSc1n[nH]c(-c2ccncc2)n1)Nc1ccccn1	6.8	0.9	-5.2	1489	0.1	-0.3	-3.6	1	3.8	0.4
C=CCn1c(C(C)NC(=O)CCC)nc2ccccc21 (stereo not drawn)	10.6	0.9	-0.7	1844	3.0	-0.2	-4.5	1	11.6	14.1
O=C(COc1ccc(/C=N/NC(=O)c2ccc(O)cc2)cc1)Nc1cccc([N+](=O)[O-])c1	-16.7	1.2	6.4	1632	-7.9	0.0	-3.9	1.1	9.4	4.3
Cc1ccccc1Cn1c(=O)c2c(nc3n2CCCN3Cc2ccccc2)n(C)c1=O	.	.	-2.0	1511	.	.	.	.	0.4	3.2
CN(Cc1ccccc1)C(=O)COc1ccccc1	6.1	0.9	3.5	1444	-3.3	-9.7	-5.8	1	6.7	-2.9
O=C(Cn1cnc2c(cnn2-c2ccc(F)cc2)c1=O)NCCc1ccccc1	3.9	1	11.8	1794	-4.1	-6.9	-1.8	1	11.6	4.4
O=C(O)CCC(=O)N1CCc2cc(S(=O)(=O)N3CC=C(c4ccccc4)CC3)ccc21	0.7	1	2.1	1660	-6.6	-15.8	-9.1	1.1	0.6	6.1
COc1ccc(-c2nc3cc(NC(=O)c4ccc5c(c4)OCO5)ccc3o2)cc1	-3.8	1	3.1	1617	-4.5	0.6	-1.3	1	12.7	0.3

The list continues:
SMILES	bIAP inhibitor	bIAP activator	PPARg SRC1 recr	SRC2 TRFRET art	TNAP inh hi DEA	TNAP inh noacc	HMGR II inh	TNAP act hiacc	PPARg SRC-2 ag	PPARg SRC-3 ag
Cc1ccccc1NS(=O)(=O)c1ccc(C(=O)OCC(=O)NCC(C)C)cc1	46.6	0.5	-1.0	1599	-3.8	-6.6	0.0	1	-3.3	0.1
COCCn1c(=O)[nH]c2cc(C(=O)NCCc3ccc(OC)c(OC)c3)ccc2c1=O	6.6	0.9	8.7	1517	-1.0	-4.0	2.1	1	3.0	4.5
CC1=CC(C)C(C[N+]2(C)CCCCC2)C(C)C1 (stereo not drawn)	-2.7	1	6.9	1626	-6.4	-11.2	-1.6	1.1	2.7	-1.1
N#Cc1ccccc1Cn1c(=O)n(Cc2ccc(C(=O)NCc3ccco3)cc2)c(=O)c2ccccc21	-38.6	1.4	4.2	1763	2.2	-3.5	0.3	1	0.1	7.0
CC(C)=NN/C(N)=N/C(=S)Nc1ccc(C)cc1	0.4	1	8.6	1735	-5.3	-9.8	-4.2	1.1	5.4	8.9
Cc1cc(Sc2ncnc(N)c2[N+](=O)[O-])ncn1	2.3	1	1.7	1598	-5.1	-17.1	0.7	1.1	9.4	-1.5
FC(F)(F)c1cnc(NNC(=S)Nc2ccc(Cl)cc2)c(Cl)c1	33.6	0.7	4.7	1420	2.2	-50.0	-2.6	1	-6.4	-0.7
CCCC(=O)NC1=C(C#N)C2(CCCCC2)Cc2ccccc21	7.6	0.9	5.6	1556	6.2	-0.6	-2.8	0.9	7.1	-3.1
CNC(=S)NNC(=O)Cn1ccc(C)n1	6.6	0.9	4.2	1617	-3.6	7.6	2.4	1	9.9	6.8
COCCN(C(=O)CN1CCN(S(=O)(=O)c2ccc(F)cc2)CC1)c1c(N)n(Cc2ccccc2)c(=O)[nH]c1=O	-22.2	1.2	1.5	1330	-2.5	-21.0	0.1	1	-4.6	4.0
CCC(C)NC(=O)C1c2cc(OC)c(OC)cc2C(=O)N(C)C1c1cccs1 (stereo not drawn)	-1.2	1	1.0	1663	-2.4	-11.5	1.1	1	0.8	7.5
O=C1Nc2ccccc2Oc2cc([N+](=O)[O-])cc(Oc3ccccc3)c21	13.0	0.9	-2.0	1563	-1.5	-7.8	-0.1	1	-0.8	2.6
Cc1cccc2c1CC(C)(C)N=C2C1=C(O)CC(C)(C)CC1=O	4.2	1	0.3	1400	-5.6	-8.1	-3.5	1.1	0.6	4.3
Cc1ccc2oc(-c3ccc(NC(=O)c4cccnc4)cc3)nc2c1	2.5	1	-0.9	1618	2.2	6.3	2.5	1	1.4	1.6
O=S(=O)(c1ccc2c(c1)OCCO2)N1CCN(c2ncnc3sccc23)CC1	1.9	1	4.5	1551	-4.6	-7.8	0.1	1	-10.2	4.4
CCOc1ccc(CN2CCN(Cc3cnn(CC)c3C)CC2CCO)cc1 (stereo not drawn)	-15.7	1.2	2.3	1422	-3.6	-6.4	-2.9	1	1.8	-4.6
O=C(CCCn1c(SCC(=O)c2ccc(O)c(O)c2)nc2ccccc2c1=O)NCC1CCCO1 (stereo not drawn)	25.2	0.7	7.6	1463	11.1	96.4*	1.6	0.9	8.2	8.1
COc1ccc(C)cc1S(=O)(=O)N(CC(=O)Nc1cc([N+](=O)[O-])ccc1C)c1ccc(C)c(C)c1	-65.3	1.7	-2.9	1384	-1.8	-19.4	-5.1	1	-0.8	-1.2
Clc1ccc(C(c2nnnn2C2CCCC2)N2CCSCC2)cc1 (stereo not drawn)	1.7	1	4.7	1534	-9.3	-13.5	-2.4	1.1	4.7	-3.2
O=C(Nc1ccc2c(c1)OCO2)C1CC(=O)N(c2ccc3c(c2)OCCO3)C1 (stereo not drawn)	-3.9	1	4.4	1526	-3.8	-7.4	-2.4	1	3.8	-3.5
Cc1cccnc1Nc1nc(-c2ccc(O)c(O)c2)cs1	44.4	0.6	10.7	1564	10.6	9.9	-1.5	0.9	9.3	17.5
O=C(O)CSCC(=O)Nc1ccc(Cl)cc1C(F)(F)F	4.3	1	2.9	1627	-3.3	-7.6	5.6	1	3.6	6.2
COc1ccc(S(=O)(=O)N(CC(C)C)CC(C)C)c2cccnc12	0.2	1	2.9	1748	-7.1	-5.5	2.7	1.1	10.1	3.0
CCC(C(=O)Nc1ccc(C(=O)N2CCCC2)cc1)c1ccccc1 (stereo not drawn)	-9.4	1.1	-5.4	1467	1.3	-10.5	0.7	1	-1.2	3.6
CCN(CC)S(=O)(=O)c1ccc(NC(=O)COC(=O)CN2C(=O)c3ccccc3C2=O)cc1	10.0	0.9	-0.9	1422	0.5	-3.2	-5.6	1	3.3	-2.2
O=C(NC1CCCC1)c1nc2c(nnn2Cc2ccccc2Cl)c(=O)[nH]1	0.7	1	-3.1	1360	-1.7	4.6	-1.4	1	-1.7	-11.4
Cc1ccc2oc(=O)c3cc(C(=O)NCCCN4CCc5ccccc5C4)sc3c2c1	5.7	0.9	-4.2	1315	-0.5	-0.9	-4.3	1	0.8	-0.9
